Assay outcomes: PubChem, several laboratories
GASC-1 inh = inhibitors of GASC-1 histone demethylase, primary screen, biochemical, fluorescence, DELFIA europium. Lysine-specific demethylase 4C (Homo sapiens), Q9H3R0. GST-JMJD2C(1-420) H3K9me3 demethylation. inhibition, % at 2.35 µM. 330,000 compounds, 0.069% hits;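 active means more than half of a compound's replicate wells show inhibition beyond 50%, single wells judged on their own value; inconclusive means some, but no more than half, of replicates pass 50% inhibition; inactive means no replicate passes 50% inhibition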;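 further: signal counts dimethyl H3K9 product captured on neutravidin plate; 0% = median of DMSO wells and 100% = 0.3 times that DMSO median; strong numbers were not always called active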
Target sequence (Q9H3R0 1-420 limits assumed): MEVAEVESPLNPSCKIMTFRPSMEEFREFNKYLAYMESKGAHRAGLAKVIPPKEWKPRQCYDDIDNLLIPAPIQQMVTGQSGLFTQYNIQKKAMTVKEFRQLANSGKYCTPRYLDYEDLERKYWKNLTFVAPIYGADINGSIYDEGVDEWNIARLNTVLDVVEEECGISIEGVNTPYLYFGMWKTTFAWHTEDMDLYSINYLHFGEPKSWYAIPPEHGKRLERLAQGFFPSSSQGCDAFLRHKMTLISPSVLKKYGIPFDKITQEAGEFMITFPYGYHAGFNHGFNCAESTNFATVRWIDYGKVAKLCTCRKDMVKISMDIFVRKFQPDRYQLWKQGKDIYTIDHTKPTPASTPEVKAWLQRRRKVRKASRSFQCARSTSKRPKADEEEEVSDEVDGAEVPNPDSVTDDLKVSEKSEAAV
proCasp7 act = procaspase-7 activators, primary screen, counter-screen for procaspase-3 activator project, biochemical, absorbance, HTS, human. activation, % at 8.5 µM. 330,000 compounds, 0.093% hits. Caspase-7 (Homo sapiens), P55210. recombinant procaspase-7, Ac-DEVD-pNA absorbance 405 nm; D23A/D198A/D206A triple mutant, cannot self-cleave; scale: DMSO 0, 5 µM enzyme 100;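 active means percent activation above the screen-wide mean plus 3 SD, cut at about 25% in these data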
Target sequence (P55210 whole entry D23A/D198A/D206A): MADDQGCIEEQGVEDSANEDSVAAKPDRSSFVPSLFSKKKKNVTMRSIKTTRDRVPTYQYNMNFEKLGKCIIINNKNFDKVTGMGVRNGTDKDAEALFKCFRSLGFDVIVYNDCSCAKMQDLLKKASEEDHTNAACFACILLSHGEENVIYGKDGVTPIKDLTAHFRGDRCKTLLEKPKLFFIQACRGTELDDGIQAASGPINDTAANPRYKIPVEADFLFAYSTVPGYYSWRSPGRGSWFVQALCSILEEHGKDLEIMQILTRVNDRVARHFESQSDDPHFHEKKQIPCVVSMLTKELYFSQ
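Assay system: Uncleavable procaspase-7 mutant enzyme; Input: 2 µM procaspase-7 mutant as dispensed; Also added: DEVD-pNA substrate; Medium: Zinc-free HEPES pH 7.4 with 300 mM NaCl, 0.01% Triton X-100; Timing: 1 h compound preincubation, 2 h substrate cleavage, 25 °C; Measured by: Epi-absorbance of released pNA at 405 nm, two timepoints.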
MEP2-GFP yeast = modulators of MEP2-GFP levels in yeast, primary screen, S. cerevisiae, multiplex flow cytometry, MLPCN library; S. cerevisiae MEP2-GFP strain, 3 h; 100% = DMSO control level; GFP response vs DMSO, % at 10 µM; 330,000 compounds, 0.51% hits; AID 2016, 2009;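 active means GFP response versus DMSO above a set limit, roughly screen mean plus 3 SD, cut at about 180% in these data; inconclusive means fewer than 70 cells counted for a yeast strain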;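 further: median GFP fluorescence of the barcode-gated MEP2-GFP cells per well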
proCasp3 act = activators of human procaspase-3 D3A mutant, primary screen, biochemical, absorbance, PC-3 D3A mutant, single concentration | recombinant procaspase-3 D3A, Ac-DEVD-pNA absorbance 405 nm | activation, % at 8.5 µM | 330,000 compounds, 0.11% hits | AID 463141, 2010;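 active means activation above the mean of all tested compounds plus 3 SD, cut at about 21% in these data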;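 further: 0% = DMSO alone and 100% = DMSO wells spiked with extra 5 µM PC-3 D3A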
Target sequence (P42574 whole entry D9A/D28A/D175A): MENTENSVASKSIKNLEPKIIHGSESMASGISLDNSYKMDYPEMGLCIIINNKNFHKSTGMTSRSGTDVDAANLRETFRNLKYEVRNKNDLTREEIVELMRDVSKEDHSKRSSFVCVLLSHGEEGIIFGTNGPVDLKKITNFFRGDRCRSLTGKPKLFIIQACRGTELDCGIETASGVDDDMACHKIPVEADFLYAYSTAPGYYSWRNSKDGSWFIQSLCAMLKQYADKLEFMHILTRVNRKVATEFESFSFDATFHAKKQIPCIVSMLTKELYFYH
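Assay system: Procaspase-3 D3A mutant, all three cleavage aspartates alanine. Buffer or medium: Zinc-free HEPES saline buffer with Triton X-100. Times: 1 h compound preincubation, 2 h substrate hydrolysis at 25 °C. Measured by: 405 nm absorbance of p-nitroaniline, reads at 0 and 120 min. Read-out basis: percent activation relative to control range. Replicates: singlicate.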
Yeast superoxide = reduction of superoxide in aged yeast, primary screen, HTS; S. cerevisiae aged cells, superoxide DHE fluorescence; active compounds read low; superoxide response (% of plate mean), % at 10 µM; 330,000 compounds, 0.18% hits;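 active means superoxide response under a set limit, about three screen SD below normal, cut at about 65% in these data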;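 further: yeast aged for seven days with compound at 30 °C before DHE staining; 100% = average MFI of all compound-treated wells on the plate with controls excluded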
AHR activator = AHR activators, primary screen, cell-based, luminescence, luciferase reporter, human; AHR-responsive luciferase reporter cells; activation, % at 5 µM; 320,000 compounds, 2.5% hits; in the data active means activation above about 47%;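 further: 0% = vehicle wells and 100% = reference agonist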
RPL19A-GFP yeast = RPL19A-GFP expression modulators in yeast, primary screen, cell-based, S. cerevisiae, multiplex flow cytometry, MLPCN. percent response vs DMSO, % at 10 µM. 330,000 compounds, 0.3% hits. AID 2025, 2009. S. cerevisiae RPL19A-GFP strain, 3 h; active compounds read low;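 active means percent response vs DMSO below 50%; inconclusive means fewer than 70 events counted for the yeast strain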;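 further: median channel GFP fluorescence of the barcoded RPL19A-GFP strain; ratio of sample median GFP to plate DMSO average so 100% = DMSO; lower means less RPL19A-GFP as with rapamycin TOR inhibition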
LAP4-GFP MLPCN = modulators of LAP4-GFP expression in yeast, primary screen, S. cerevisiae, multiplex flow cytometry, MLPCN library | 3 h; median GFP as percent of DMSO wells | GFP response vs DMSO, % at 10 µM | 320,000 compounds, 0.34% hits | AID 2023, 2009;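 active means GFP response vs DMSO above a set limit, about the screen mean plus 3 SD, cut at about 150% in these data; inconclusive means under 70 cell events counted for the yeast strain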
The depositor's hits bear a star; ? = inconclusive; . = no result given; & = joins results of further samples; [ ] = another dose, or the depositor's remark.

SMILES	GASC-1 inh	proCasp7 act	MEP2-GFP yeast	proCasp3 act	Yeast superoxide	AHR activator	RPL19A-GFP yeast	LAP4-GFP MLPCN
CCOC(=O)C1(c2csc(N)n2)COC(=O)C1 (centres undefined)	4.4	-10.6	105.9	-3.1	98.3	0.6	101.2	104.0
O=C(Nc1nc(-c2ccccc2)cs1)c1cccs1	-0.3	5.9	87.2	-1.4	90.5	3.9	94.1	91.5
COc1ccc(Nc2cc3n(c(=O)n2)CCc2cc(OC)c(OC)cc2-3)cc1	0.7	-6.4	109.6	-5.8	98.4	1.0	94.6	88.4
CCN(Cc1cc(=O)n2cc(Cl)c(C)c(Cl)c2n1)Cc1nc2ccccc2c(=O)[nH]1	-10.5	3.7	99.7	3.9	100.1	11.4	96.5	97.9
COc1ccc(NC(=O)CN(C)C(=O)CCc2c[nH]c3ccccc23)cc1	-6.9	8.6	106.2	1.7	105.3	4.8	102.5	97.8
CC(C)(C)c1ccc(C(=O)NNC(=O)CCc2ccccc2)cc1	0.2	2.3	107.0	3.3	101.7	2.7	102.1	108.0
O=C(Nc1ccc2c(c1)OCO2)c1ccccc1	11.5	1.2	97.0	-3.7	98.0	100.8*	93.0	82.7
O=C(O)/C=C/c1cnc[nH]1	2.0	-1.7	98.6	0.5	104.5	-1.1	101.5	94.0
Cc1ccccc1NC(=O)CN1CCC(NC(=O)Nc2ccccc2)CC1	-6.1	5.3	102.0	-5.4	102.3	0.1	98.6	99.8
Cc1cccc(C)c1NC(=O)CNC(=O)c1ccccc1	-6.3	16.6	105.5	3.2	108.8	-0.3	101.4	100.1
O=C(c1ccncc1)N1N=C(c2ccc(Br)cc2)CC1c1ccccc1O (centres undefined)	-6.4	1.4	101.6	2.1	107.3	10.9	100.2	102.0
O=C(CSc1nnc(NC(=O)c2ccc(F)cc2)s1)NC1CCCC1	3.6	3.6	103.2	-4.0	93.4	5.7	102.8	96.9
Cc1c(OCC(=O)NCCCn2ccnc2)ccc2c3c(c(=O)oc12)CCC3	7.4	4.5	108.5	4.8	93.1	-4.5	105.1	99.7
CC(=O)CCc1c(C)nc2ccc(C(=O)O)cc2c1Cl	0.9	-0.9	97.1	0.4	85.1	-1.7	102.3	97.7
O=C(Nc1cc(Cl)ccc1N1CCOCC1)c1ccc(=O)[nH]c1	-4.0	3.5	104.9	0.1	90.3	0.1	98.7	94.2
CC(C)C(=O)NC(c1ccco1)c1c(O)ccc2ccccc12 (centres undefined)	-12.1	3.9	106.3	-6.0	109.8	8.7	103.5	101.2
O=C1c2ccccc2C(=O)N1CCCOc1ccccc1	-4.1	2.0	102.5	-1.7	102.4	66.2*	96.6	102.1
O=S(=O)(c1ccc(-n2cnnn2)cc1)N1CCNCC1	17.2	3.5	98.0	4.5	99.8	0.3	100.3	100.2
COc1ccc(C2COC(=O)C2=N)c(NC(=O)c2ccc(Cl)cc2)c1 (centres undefined)	3.8	2.9	102.9	2.1	84.7	75.8*	104.3	99.1
CCOC(=O)COc1c(Cl)cc(C2NC(=S)NC(c3ccccc3)=C2C(C)=O)cc1OC (centres undefined)	-39.7	-15.0	95.7	-15.5	88.5	-0.7	99.3	85.4
Cc1cc(C)n(CC2CC(=O)N(c3ccc(Cl)c(Cl)c3)C2=O)n1 (centres undefined)	9.7	12.0	88.8	4.6	108.2	4.5	89.3	90.1
COc1ccc(N(C(=O)Cn2nnc(-c3ccc(F)cc3)n2)C(C)C(=O)NC2CCCC2)cc1 (centres undefined)	4.6	9.4	109.3	9.9	95.3	5.4	103.4	97.5
COc1ccc(-c2nn(Cc3ccccc3)cc2C(=O)N2CCN(c3ncccn3)CC2)cc1OC	-4.0	2.6	85.7	4.9	105.1	14.1	91.3	89.6
COc1ccc(-c2c(C(F)(F)F)nn(C)c2NC(=O)c2ccco2)cc1	-7.6	-3.3	98.2	1.6	96.8	-0.5	95.0	.
CCN(CC)S(=O)(=O)c1cc(OC)ccc1N=Nc1ccc(O)c2ncccc12	12.7	.	112.7	.	89.1	.	109.4	107.5
CC/C(O)=C1\C(=O)CCCC1=NCc1nc2ccccc2[nH]1	7.0	7.4	89.5	9.1	127.3	16.6	97.2	90.7
CCOC(=O)c1c(C(=O)OCC)c(C)n(Cc2cc(OC)c(OC)c(OC)c2)c1C	-4.6	1.7	106.7	6.5	105.2	-1.9	102.2	99.5
Cc1cc([N+](=O)[O-])ccc1N(C)C	2.7	11.4	108.7	-9.5	104.9	3.2	106.5	90.0
COc1cc2c(cc1OC)CN(c1ccc(-c3ccccc3OC)nn1)CC2	-3.7	-0.1	96.5	1.6	94.7	-7.4	93.3	102.8
CCOc1c(Br)cc(CNCc2cccs2)cc1OC	6.6	-0.8	113.5	5.5	91.4	9.9	105.6	99.6
O=C(N/N=C/c1ccccc1OC(F)F)NC1CCCCC1	3.4	-3.5	96.6	8.7	98.0	32.8	102.5	108.6
CCOc1ccccc1NS(=O)(=O)c1ccc(-c2cnc(C3CC3)o2)cc1	40.0	-5.5	102.5	-3.4	95.9	18.1	100.5	107.9
Cc1nc2ccc(NC(=S)N3CCC(C)CC3)cc2nc1C	-8.7	-7.2	98.7	-13.8	91.6	2.8	97.1	97.4
O=C(Nc1ncccc1Cl)c1cc2ccccc2o1	6.8	-8.5	85.4	-6.1	110.1	12.8	91.7	91.3
O=S(=O)(NCCCN1CCN(c2ccccc2F)CC1)c1cccc2cccnc12	1.5	7.5	116.8	8.2	91.7	0.7	101.2	98.2
CCc1cc2c(=O)c(-c3nc4ccccc4n3C)c(C)oc2c(CN2CCCCC2)c1O	7.4	-1.7	100.4	-2.4	94.3	-2.6	98.3	102.7
COc1ccc(C(=O)N(Cc2ccco2)Cc2cc3cc(C)ccc3[nH]c2=O)cc1OC	25.8	-11.1	100.7	-5.8	107.4	2.5	97.9	97.9
COc1ccccc1CNC(=O)C(=O)NCC1OCCN1S(=O)(=O)c1ccc(Br)cc1 (centres undefined)	-15.1	-0.3	112.5[may fluoresce red]	-7.7	86.9	0.6	?	99.3[may fluoresce red]
Cn1c2c(c(=O)n3ncnc13)CCCC2	1.0	2.9	93.3	-6.3	93.9	1.4	97.7	100.3
OC(c1ccccc1)(c1ccccc1)C1CCN(C(=S)NCCc2ccccc2)CC1	-6.9	5.0	101.4	-2.4	103.2	-1.4	98.7	100.4
CCC(c1nnnn1CCOC)N(Cc1cc2c(C)cc(C)cc2[nH]c1=O)CC1CCCO1 (centres undefined)	-7.0	-22.7	103.7	-15.5	97.7	16.8	102.5	107.0
CCN(CC)CCNC(=O)C(=O)Nc1cc2c3c(c1)CCC(=O)N3CCC2	-0.8	-1.9	102.4	1.4	83.8	2.2	104.2	97.3
COC(=O)c1cc(NS(=O)(=O)c2ccc(NC(C)=O)cc2)ccc1Cl	-0.8	0.8	105.4	-0.7	99.3	-2.7	94.5	102.8
COc1ccccc1C(=O)N/C(=C/c1ccccc1)C(=O)NC(CCSC)C(=O)O (centres undefined)	-177.2	-3.5	107.1	0.9	100.6	2.4	96.1	105.2
COc1ccc(-c2cc(C(=O)NN)[nH]n2)cc1	1.7	10.3	108.2	3.7	107.9	9.1	96.7	101.1
COc1ccc(CN2C(=O)[C@@H]3C(c4ccc(F)cc4)=NO[C@@H]3C2=O)cc1	1.7	8.1	105.2	5.3	99.3	0.4	103.9	104.7
COc1ccc(CCNC(=S)N2CCN(S(=O)(=O)c3ccc(F)cc3)CC2)cc1	0.7	4.6	102.7	-3.3	103.8	-0.1	105.1	101.4
Cn1c(Cl)c(/C=N/OC(=O)C(C)(C)C)c2ccccc21	-7.4	0.2	96.3	-3.5	114.1	-1.0	105.0	108.5
CCN1C(=NCCOC)N[C@@H](CCc2ccccc2)[C@H](C(=O)OC)[C@H]1C	-3.0	-8.0	92.5	0.3	101.0	-0.3	90.8	110.3
C#CCOCCOCCOCCNc1nc(N2CCN(C(=O)[C@H](Cc3cc4ccccc4[nH]3)n3cc([C@@H](N)C(C)CC)nn3)CC2)nc(N2CCN(C(=O)[C@H](Cc3cc4ccccc4[nH]3)n3cc([C@@H](N)Cc4ccc(O)cc4)nn3)CC2)n1 (some centres undefined)	11.7	1.6	86.8	-3.0	73.9	7.5	91.2	120.0
CC1Oc2ccccc2N(CC(=O)c2cccc(Cl)c2)C1=O (centres undefined)	20.4	-3.1	106.8	2.2	97.8	0.8	104.0	99.9
Cc1c(C(=O)N(CCc2ccccc2)Cc2ccccc2)cccc1[N+](=O)[O-]	32.9	-4.9	101.0	-1.7	116.9	4.1	98.9	98.3
O=C(NNC(=S)NC(=O)c1cccs1)c1ccc(O)cc1	6.3	.	96.2	.	99.5	.	104.1	64.6
COc1ccc(CCN2C(=O)N(c3ccc(OC)cc3)C(=O)C2CC(=O)Nc2ccccc2)cc1 (centres undefined)	6.9	-9.6	111.0	3.3	118.1	0.4	103.2	104.8
CC(C)c1ccc(CN2CCC(Oc3ccc(C(=O)N4CCCC4)cc3)CC2)cc1	1.4	6.6	104.0	-1.8	87.4	-6.3	106.1	90.1
CC(C)NC(=O)C1CCCN(c2nnc(-n3cccc3)s2)C1 (centres undefined)	-9.1	-1.1	88.8	-5.1	69.4	-1.0	97.0	92.0
Cc1ccc(NC(=O)COC(=O)Cc2c[nH]c3ccccc23)cc1C	.	-5.7	99.0	2.7	101.5	9.0	97.0	99.7
Clc1ccc(CSc2nnc3c(n2)[nH]c2ccccc23)cc1	8.1	5.1	105.8	-5.6	125.5	6.1	106.3	91.0
CC1(C)Oc2ccc3ccc(=O)oc3c2C[C@H]1O	0.4&0.9	-5.6	92.5	5.0	100.2	-2.8	98.2	104.5
O=C(NCc1ccco1)c1ccc(Cn2cc([N+](=O)[O-])cn2)o1	9.9	1.4	101.7	-3.2	115.7	-0.7	98.5	102.2

Gathered by group, those above containing a thiophene ring, fused or not.
SMILES	GASC-1 inh	proCasp7 act	MEP2-GFP yeast	proCasp3 act	Yeast superoxide	AHR activator	RPL19A-GFP yeast	LAP4-GFP MLPCN
O=C(Nc1nc(-c2ccccc2)cs1)c1cccs1	-0.3	5.9	87.2	-1.4	90.5	3.9	94.1	91.5
CCOc1c(Br)cc(CNCc2cccs2)cc1OC	6.6	-0.8	113.5	5.5	91.4	9.9	105.6	99.6
O=C(NNC(=S)NC(=O)c1cccs1)c1ccc(O)cc1	6.3	.	96.2	.	99.5	.	104.1	64.6
